Screening results (PubChem)
beta cell repl: MIN6 beta-cell proliferation induction; actives 0.29% (n = 330,000); MIN6 cells proliferation, ATPlite luminescence, 48 h; cells starved in 0.2% serum; 100% = growth in 10% serum; proliferation, % at 10 µM; AID 2380;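 active = compounds whose signal lies at least 3.5 SD above the mean of all wells on their plate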;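 note: 0% = DMSO-treated cells in low-serum medium and 100% = 10% serum control; some compounds called inactive have numbers as strong as hits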
APOBEC3A inh: blocks human APOBEC3A ssDNA deamination; recombinant A3A, FAM/TAMRA ssDNA deamination fluorescence; inhibition, % at 20 µM; actives 0.41% (n = 330,000);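 active = at least 40% inhibition at 20 µM here, with at most 30% in a related deaminase screen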;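 note: plate controls were A3A with DMSO for no effect and wells lacking A3A enzyme for full effect; some results filed as inactive read as strong as hits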
mIAP act: increases mouse intestinal alkaline phosphatase activity; actives 0.24% (n = 330,000); activation factor at 10 µM; muIAP, CDP-Star luminescence, 30 min; hits give high values; 1 = vehicle-only enzyme signal, 0 = enzyme-free wells; AID 2805;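 active = activation factor of at least 2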; note: the source names both 10 and 20 µM as test concentration; values of inactives mirror those of a sister screen read the other way
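also added = chemiluminescent substrate CDP-Star | test system = mouse IAP enzyme | signal = chemiluminescence readout | compound = DMSO-dissolved test compounds | incubation = 30 min at room temperature | benchmarks = DMSO wells, no-enzyme wells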
APOBEC3G inh: blocks human APOBEC3G single-stranded DNA deamination | recombinant A3G, ssDNA deamination FAM/TAMRA fluorescence | inhibition, % at 20 µM | Q9HC16 | AID 493012 | actives 0.28% (n = 330,000);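 active = inhibition of at least 40% at 20 µM, with no more than 30% in the related APOBEC3A deaminase screen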;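 note: plate controls were DMSO wells with A3G for no effect and wells lacking A3G enzyme for full effect; some compounds called inactive have numbers as strong as hits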
Target sequence (Q9HC16 whole entry, looked up): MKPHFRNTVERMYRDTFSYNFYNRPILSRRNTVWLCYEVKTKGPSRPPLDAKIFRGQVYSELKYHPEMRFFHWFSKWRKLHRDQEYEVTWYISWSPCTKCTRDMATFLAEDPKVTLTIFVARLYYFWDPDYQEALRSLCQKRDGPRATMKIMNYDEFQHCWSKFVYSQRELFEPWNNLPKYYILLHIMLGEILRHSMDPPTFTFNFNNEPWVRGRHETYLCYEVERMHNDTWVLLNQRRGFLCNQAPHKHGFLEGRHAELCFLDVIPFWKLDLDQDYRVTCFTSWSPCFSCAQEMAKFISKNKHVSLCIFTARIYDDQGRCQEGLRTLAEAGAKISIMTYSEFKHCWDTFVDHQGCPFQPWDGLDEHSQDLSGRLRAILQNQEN
SENP1 inh: inhibitors of human SENP1 SUMO protease catalytic domain. actives 0.21% (n = 360,000). inhibition, % at 10 µM. recombinant SENP1 catalytic domain, CyPet-SUMO1-YPet FRET cleavage. Q9P0U3;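 active = inhibition at least 30% at 10 µM, raw YFP signal under a set limit, fluorescence ratio 0.5 to 1.5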;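 note: 0% = enzyme with DMSO and 100% = no enzyme wells; some results filed as inactive read as strong as hits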
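Material: hSENP1 catalytic domain, recombinant; medium: Tris pH 8 with BME, BSA, NP40 and catalase; compound: single concentration of 10 µM compound, 0.5% DMSO final; technique: FRET read of cyan and yellow fluorescence; timing: 50 min enzyme reaction, room temperature, light-protected; reagent: SFCypet-SUMO1-SFYpet substrate at 25 nM; control set: no-enzyme low, enzyme-DMSO high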
NALP3 yeast inh: NALP3 inhibition in yeast; Yeast reconstituted NLRP3/ASC/caspase-1, beta-gal luminescence, 24 h; inhibition, % at 10 µM; actives 0.39% (n = 330,000);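 active = inhibition of 50% or more; inactive = inhibition below 50%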;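 note: plate controls were induced DMSO wells for no effect and uninduced yeast grown without galactose for full effect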
hIAP activ: human IAP activation; purified human IAP, CDP-Star luminescence, 30 min; hits give high values; 1 = vehicle-only enzyme, 0 = enzyme-free background; activation factor at 10 µM; actives 0.16% (n = 330,000); AID 2524; P09923;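 active = activation factor of the enzyme at least 2-fold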; note: the source names both 10 and 20 µM as test concentration; values of inactives mirror those of a sister screen read the other way
Target sequence (P09923 whole entry, looked up): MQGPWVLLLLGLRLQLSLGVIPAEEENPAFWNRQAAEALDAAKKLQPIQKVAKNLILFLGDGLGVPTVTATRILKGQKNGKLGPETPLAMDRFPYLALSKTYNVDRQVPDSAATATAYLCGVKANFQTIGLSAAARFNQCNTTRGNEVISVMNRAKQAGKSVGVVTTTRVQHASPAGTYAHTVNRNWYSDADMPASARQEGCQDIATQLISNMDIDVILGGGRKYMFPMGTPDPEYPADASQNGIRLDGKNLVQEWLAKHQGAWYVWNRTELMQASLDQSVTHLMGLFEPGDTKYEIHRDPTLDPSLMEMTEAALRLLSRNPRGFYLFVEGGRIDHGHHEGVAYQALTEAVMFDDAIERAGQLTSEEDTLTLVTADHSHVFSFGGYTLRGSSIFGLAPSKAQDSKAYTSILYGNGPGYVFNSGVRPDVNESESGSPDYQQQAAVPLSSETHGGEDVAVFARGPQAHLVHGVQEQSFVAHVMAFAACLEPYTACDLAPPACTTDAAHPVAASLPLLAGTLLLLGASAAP
mIAP block: blocks mouse intestinal alkaline phosphatase; purified mouse IAP, CDP-Star luminescence, 30 min; inhibition, % at 10 µM; actives 0.2% (n = 330,000);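 active = inhibition of at least 40% at 10 µM in the primary screen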;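 note: plate controls were DMSO with enzyme for no effect and no enzyme wells for full effect; values of inactives mirror those of a sister screen read the other way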
hIAP block: blocks human intestinal alkaline phosphatase; P09923; purified IAP, CDP-Star luminescence, 30 min; inhibition, % at 10 µM; actives 0.12% (n = 330,000);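 active = inhibition reaching a set limit with compound at 10 µM in the primary screen, cut at about 35% in these data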;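 note: plate controls were DMSO wells with enzyme for no effect and no-enzyme buffer wells for full effect; values of inactives mirror those of a sister screen read the other way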
Active calls of the source: *. A portion of the library; the hit share may differ from the screen's.

SMILES	beta cell repl	APOBEC3A inh	mIAP act	APOBEC3G inh	SENP1 inh	NALP3 yeast inh	hIAP activ	mIAP block	hIAP block
COCC1CCN(C(=O)c2ccc(OC)c(OC3CCN(C(C)C)CC3)c2)CC1	2	0	1	-1	-2	4	0.93	-2	7
Cc1nc(C)c(C(=O)NNS(=O)(=O)c2ccccc2)s1	-3	-1	1	-5	-1	4	1.5	-1	-55
CC(C)NS(=O)(=O)c1ccc(CCC(=O)N2CCc3ccccc3C2)cc1	-1	-2	0.95	-6	-1	-7	0.93	5	7
N/C(=N\OC(=O)c1cnn(-c2ccccc2)c1C(F)(F)F)c1cc(C(F)(F)F)cc(C(F)(F)F)c1	-1	2	0.93	3	-2	-3	1.4	8	-36
CCCNC(=O)C1CCC(CNS(=O)(=O)c2ccc3c(c2)CC(C)N3C(C)=O)CC1 (stereo not given)	0	-4	0.97	-5	0	-4	1.2	3	-23
CC(C)(C)c1ccc(NC(=O)COC(=O)c2ccc(CN3CCCC3=O)cc2)cc1	-4	0	1.1	-5	1	8	0.96	-10	4
CC(OC(=O)c1ccco1)C(=O)NCc1ccc2c(c1)OCO2 (stereo not given)	-1	1	1	-5	1	13	1.1	-4	-6
Cc1cc(C)nc(Nc2ccc(C)c([N+](=O)[O-])c2)n1	2	4	0.94	-3	2	9	0.96	6	4
Cc1ccc(CNC(=O)COC(=O)Cc2ccc(-c3ccccc3)cc2)cc1	0	-1	1.1	-4	3	-5	0.97	-8	3
O=S(=O)(c1ccccc1)C1(C2CC(c3ccccc3)=NO2)CC(O)C1 (stereo not given)	-4	-5	1.1	-11	1	0	0.82	-5	18
Cc1nc([N+](=O)[O-])cn1CC(=O)c1ccc(OC(F)(F)F)cc1	-2	-3	1	-10	3	8	1.2	-1	-17
CC(C)CC(=O)NC(c1cccs1)c1ccc2cccnc2c1O (stereo not given)	-5	1	1	1	2	17	1.3	0	-25
O=C(NC(=S)Nc1ccc(N2CCCC2)cc1)c1ccccc1[N+](=O)[O-]	0	0	1	-2	1	5	1	-2	-2
CNC(=O)C1CC(=O)N(Cc2ccc3c(c2)OCO3)C(=Nc2ccc(F)cc2)S1 (stereo not given)	-2	5	1.1	2	2	12	0.76	-14	24
N#Cc1ccccc1OCC(=O)N1CCN(S(=O)(=O)c2ccc(Cl)cc2)CC1	3	-2	1	-7	1	14	1	-4	-5
O=[N+]([O-])c1cc(/C=N/OCc2c(Cl)cccc2Cl)ccc1N1CCOCC1	-3	-1	0.8	-5	2	1	1.1	20	-6
COC(=O)c1c(NC(=O)CSc2nnc(-c3ccco3)n2Cc2ccccc2)sc(C)c1C	-4	0	1.1	-5	1	22	1.3	-9	-30
CCN(CC)C(=O)c1ccc(COc2ccc(Cl)c(C)c2)o1	-5	1	0.96	-6	3	25	0.89	4	11
CCc1ccc(N2CC(C(=O)Nc3ccccc3F)CC2=O)cc1 (stereo not given)	3	-2	0.99	-5	2	11	1.2	1	-15
CSCC(NS(=O)(=O)c1ccc(C)cc1)C(=O)O (stereo not given)	7	1	1	-6	-1	8	1	-3	-1
Brc1ccc(-c2nc3ncccn3c2NC2CCCCC2)o1	2	0	0.95	-1	58	17	1.1	5	-6
Cc1ccc(C(=O)NNc2ncnc3c2cnn3C)cc1	-1	0	0.94	-6	2	0	1.1	6	-6
CCN(CC)Cc1cc(NC2=NS(=O)(=O)c3ccccc32)ccc1OC(=O)C(C)C	-2	-3	1	-3	1	-1	1.1	-4	-5
CC(=O)Nc1c(C(=O)C2CC2)oc2ccccc12	0	-4	0.97	-5	-1	-7	1	3	-4

Compound profiles, as listed above. Order of screens: beta cell repl | APOBEC3A inh | mIAP act | APOBEC3G inh | SENP1 inh | NALP3 yeast inh | hIAP activ | mIAP block | hIAP block
CCc1ccc(N2CC(C(=O)Nc3ccccc3F)CC2=O)cc1 (stereo not given) is listed as 3 | -2 | 0.99 | -5 | 2 | 11 | 1.2 | 1 | -15
CCN(CC)Cc1cc(NC2=NS(=O)(=O)c3ccccc32)ccc1OC(=O)C(C)C is listed as -2 | -3 | 1 | -3 | 1 | -1 | 1.1 | -4 | -5
Cc1nc(C)c(C(=O)NNS(=O)(=O)c2ccccc2)s1 is listed as -3 | -1 | 1 | -5 | -1 | 4 | 1.5 | -1 | -55

Next part:
SMILES	beta cell repl	APOBEC3A inh	mIAP act	APOBEC3G inh	SENP1 inh	NALP3 yeast inh	hIAP activ	mIAP block	hIAP block
CCC(SC1=NCCS1)C(=O)Nc1ccc(S(N)(=O)=O)cc1 (stereo not given)	-5	1	0.87	-6	1	1	1.1	13	-8
CCNc1nc(Cl)nc(NCCOc2ccc(C)cc2)n1	0	1	1.1	-1	2	20	0.91	-8	9
COc1ccc2c(c1OC)C(=O)N(c1nccs1)C2	-5	-5	0.92	0	3	11	1.2	8	-20
CNc1nc(Sc2ccccc2)cc(C(F)(F)F)n1	4	6	0.94	9	2	21	1.3	6	-33
COc1ccc(/C=N/N=C2/CC(C)(C)Cc3n[nH]c(=O)cc32)cc1	-2	-1	0.95	-5	7	18	0.93	5	7
CCCN(CCC)c1cc(Cl)nc(N)n1	3	-4	0.98	-5	1	-3	0.86	2	14
CC(=O)Nc1cccc(/C(C)=N/NS(=O)(=O)c2ccc(C)cc2)c1	-1	-2	0.98	-9	1	7	1.1	2	-11
Cc1ccc(F)cc1S(=O)(=O)Nc1cccc(C(=O)N2CCCC(C(N)=O)C2)c1 (stereo not given)	-1	3	1.1	1	4	10	1.2	-10	-17
CCOc1ccccc1C(=O)N(Cc1cccs1)C1CCS(=O)(=O)C1 (stereo not given)	-3	9	1.1	-1	1	16	1.2	-8	-19
CN1C=CC=C/C1=C1/N=C(c2ccccc2)OC1=O	-2	-8	1.2	-11	-1	21	0.94	-16	6
COc1ccc(S(=O)(=O)Nc2nnc(CC(C)(C)C)s2)cc1	0	27	1	-12	0	-5	1.1	-4	-10
CC(=O)c1sc(NC(=O)c2cc(-c3ccccc3)nn2-c2ccccc2)nc1C	-5	-1	0.98	-3	-2	32	1	2	-4
COc1ccc(-c2c(C#Cc3ccsc3)c3cc(-c4ccc5cc[nH]c5c4)ccc3n2C)cc1	-1	0	1.1	-6	-24	4	0.94	-6	6
CCN(Cc1ccncc1)C(=S)Nc1c(C)cccc1C	0	-2	1.1	3	0	2	0.98	-8	2
CCCOc1ccccc1Cn1c(=O)oc2ccccc21	-6	32	0.87	9	1	-31	1.1	13	-6
O=c1c(-c2ccc(O)cc2)coc2c(C3O[C@H](CO)[C@@H](O)[C@H](O)[C@H]3O)c(O)ccc12 (stereo not given in full)	-1	16	1	-8	-2	6	0.94	0	6
CCc1ccc(NC(=O)CSC2=C(C#N)C(c3ccco3)C3=C(CCCC3=O)N2)cc1 (stereo not given)	0	2	0.81	-1	-11	26	0.94	19	6
NS(=O)(=O)c1ccc(N/C=C/C(=O)c2ccc(Br)cc2)cc1	0	-3	0.93	-5	-75	9	1.1	7	-9
COC1=CC(=O)CC(C)C12Oc1cc(OC)cc(OC)c1C2=O (stereo not given)	-3	0	0.97	-1	2	0	1	3	-3
O=C(NCc1ccc(Cl)cc1)C1CCCN1C(=O)Nc1ccc(F)cc1 (stereo not given)	3	-3	1	-6	0	8	0.88	0	12
O=C(CN1CCOCC1)Nc1ccc(OC(F)(F)F)cc1	-1	-6	0.9	0	-1	29	0.96	10	4
Fc1ccc(CNCc2ccc3c(c2)OCO3)cc1	-1	-4	0.94	-6	-1	23	1	6	-4
COc1ccc(CN(C)CC(O)COc2ccc(C(=O)c3ccccc3)cc2)c(OC)c1OC (stereo not given)	-2	-2	0.95	-3	-1	22	0.89	5	11
N#CC1=C2SCC(O)(c3ccccc3)N2C(=O)CC1c1ccccc1F (stereo not given)	-4	-3	0.89	-4	-20	15	1.1	12	-13
Cc1ccc(NS(=O)(=O)c2ccc3[nH]c(=O)sc3c2)cc1	-2	-1	0.97	-5	1	2	1	3	-5
C=CCn1c(SCC(=O)Nc2nnc(CC)s2)nnc1-c1ccncc1	0	1	0.87	-11	0	17	1.1	13	-6
Cc1cccc(CC2SC(N)=NC2=O)c1 (stereo not given)	1	-4	0.95	-7	1	11	0.9	5	10
Cc1cc(SCc2ccccc2)nc(=O)[nH]1	0	7	1	2	-1	-3	1.1	-4	-13
COc1ccc(CNS(=O)(=O)CCNC(=O)c2ccccc2)cc1	0	1	1	-4	2	21	1.2	-3	-18
O=C(C[C@@H]1C/C=C/CC[C@H](Cc2ccc(F)cc2)C(=O)OC[C@@H](Cc2ccccc2)NC1=O)N[C@H](CO)Cc1ccccc1	-6	-3	0.94	-11	1	10	1.3	6	-28
COC(=O)C1=C(C)N(CCCC(=O)O)C(=O)NC1c1ccc(Br)cc1 (stereo not given)	1	-1	1	-7	-11	16	0.89	-2	12
CC1CN(C(=O)c2ccc(COc3ccccc3Cl)o2)CC(C)O1 (stereo not given)	0	-3	0.99	-4	-1	15	0.99	1	1
Cc1nn(C)cc1CN(C)C(=O)c1cc(COc2ccc(F)cc2F)on1	-2	-1	1	-4	2	-2	1.5	-3	-46
COc1cccc(NC(=O)CN(C)C(=O)CN2C(=O)NC3(CCCC3)C2=O)c1	0	1	1	-6	-2	14	1	-4	-1
COc1ccc([C@H]2CC(=O)C=C(c3ccc(C)cc3)C2)cc1OC	-1	1	0.86	-3	0	3	1.1	14	-6
Cc1ccc(C)c(N2CCN(S(=O)(=O)CC34CCC(CC3=O)C4(C)C)CC2)c1 (stereo not given)	-4	-4	1	-5	0	12	1.1	-1	-6
COc1ccc(/C=C/C=C2\NC(=S)NC2=O)cc1	0	25	0.86	-6	-29	24	0.83	14	17
Cc1ccsc1/C=N/NC(=O)C1CC(=O)N(c2ccccc2)C1 (stereo not given)	-1	4	0.95	0	2	3	1.2	5	-20
O=C1Nc2ccccc2C(=O)N2CCCCC12 (stereo not given)	-1	2	0.98	-3	1	6	0.9	2	10
CCOC(=O)c1snc(C(=O)NC2CCCCC2)c1N	-1	3	1	-1	-1	23	1	-3	-2
Cc1ccc(C(=O)N2CCN(C(=O)CN3CCOCC3)C2)cc1	-1	-4	1	-3	-1	-6	0.98	-4	2
Cc1ccccc1NS(=O)(=O)c1ccc(C(=O)NN2CCCCC2)cc1	0	0	1.1	10	-1	15	0.82	-11	18
COc1ccc(CCN(C)C(=O)Cn2c(=O)oc3ccccc32)cc1OC	-1	-4	1	-7	3	15	1.2	-2	-19
O=C(Cc1ccccc1)Nn1c(-c2ccccc2)nc2ccccc2c1=O	0	0	0.95	3	-1	11	0.89	5	11
CCOC(=O)/C(C#N)=C\c1cn(C)c2ccccc12	-1	3	0.99	-7	-73	21	1.1	1	-11
COc1ccc(-c2ccc(NCCC3=CCCCC3)nn2)cc1OC	-4	0	0.93	-6	-4	13	0.86	7	14
Cc1c(Cl)ccc2c1NC(=O)[C@]21N[C@@H](CCC(N)=O)[C@H]2C(=O)N(c3ccc(F)cc3)C(=O)[C@H]21	2	-5	1	3	-3	-1	0.93	-3	7
